Source: PubChem BioAssay
PKM2 act – qHTS Assay for Activators of Human Muscle isoform 2 Pyruvate Kinase; purified PKM2, Kinase-Glo ATP luminescence, activation; response scale: 0% is enzyme alone, no compound; Potency, µM (series often up to 57.5 µM), for inactives: at the top dose activation, usual class: activators; 260,000 tested, 0.34% active; AID 1631, 2009; note: potency is the fitted concentration of half-maximal effect; nearly all actives have a fitted effect of over 55% in size
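Purified hPK-M2 (>95% pure) converted ADP (0.1 mM final) to ATP with 0.5 mM PEP in 50 mM imidazole pH7.2, KCl, MgCl2, Tween 20, BSA; 1 h at room temperature. ATP detected by Kinase-Glo luminescence.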
Chronic BCR inh – qHTS Assay to Find Inhibitors of Chronic Active B-Cell Receptor Signaling; ABC-DLBCL IkBa-CBG/CBR reporter, luminescence ratio, 4 h; 340,000 tested, 0.05% active; Potency, µM (highest dose often 46.1 µM), for the others: at the highest dose ratio change, negative = lower green/red ratio, hits mostly inhibitors; AID 493014, 2011; active = well fitted inhibition curve with a large enough effect in the signal ratio, with a control signal flat, not every such curve was filed as active; inconclusive = small, poorly fitted or top-dose-only effect, or effect the other way, or a change in a side signal; the % refers to the signal ratio;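 note: potency is the fitted concentration of half-maximal effect; plate controls were basal doxycycline-induced cells for no effect and cells given 10 µM MG132 for full effect; MG132 reads +100%, hits lower the ratio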
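Doxycycline induced both beetle luciferases in TMD8 lymphoma cells; IKK-driven degradation limits the IkappaBalpha-fused green signal, while red luminescence normalises for cell number and nonspecific effects. Compounds tested up to 46 uM, 4 hrs.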
uPA generation – qHTS for Inhibitors of Cell Surface uPA Generation. Potency, µM (doses to about 38.3 µM), inactives show top-dose activity change, negative = inhibition, hits mostly inhibitors. 330,000 tested, 0.31% active. AID 540303, 2011. cell surface uPA generation assay, qHTS; active = well fitted inhibition curve with a large enough effect; inconclusive = small, poorly fitted or top-dose-only effect; inactive = no such curve, though single readings can be large or run the other way; tested in mouse RAW 264.7 cells; note: potency is the fitted concentration of half-maximal effect; nearly all actives have a fitted effect of over 55% in size
Coupling enz – qHTS Assay for Inhibitors of Fructose-1,6-bisphosphate Aldolase from Giardia Lamblia: Coupling assay counterscreen. coupling enzyme system counterscreen, AmpLite Red fluorescence. activity change, negative = inhibition, % at 58.2 µM, hits read low. 290,000 tested, 0.67% active; in the data active = activity change below about -30%
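Fluorescence at 525 nm excitation and 598 nm emission measured inhibition of the coupled detection system without aldolase. Compounds (at 57.5 uM final) were preincubated 10 min at room temperature with coupling enzyme reagent before a 20 min substrate/AmpLite Red step.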
KCNH2 3.1 inh – qHTS for Inhibitors of KCHN2 3.1: Mutant qHTS. U2OS KCNH2 3.1, thallium flux FluxOr; stronger effect = lower value. activity change, % (tested at about 1.8 µM). 340,000 tested, 0.95% active;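 active = maximum activity change below -70%; inconclusive = maximum activity change from -70% to -50%; inactive = maximum activity change above -50%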;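 note: thallium influx rate constant from kinetic fluorescence after stimulation buffer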
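FluxOr-based Tl+ influx in U2OS cells transduced with KCNH2 3.1 virus; rate constants normalized to DMSO controls.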
USP2a block – qHTS Assay for Inhibitors of Ubiquitin-specific Protease USP2a Using CHOP2 as the Reporter; Ubiquitin carboxyl-terminal hydrolase 2 (Homo sapiens), O75604; Potency, µM (top dose mostly 38.3 µM), inactives show at the top dose activity change, negative = inhibition, actives largely listed as inhibitors; AID 463254, 2010; 330,000 tested, 0.01% active; USP2 core, Ub-CHOP2 coupled fluorogenic reporter, 485/531;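 note: potency is the fitted concentration of half-maximal effect; plate controls were DMSO wells for no effect and full inhibition by NEM control for full effect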
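USP2 core (10nM final) preincubated 30min RT with compound in 20mM Tris-HCl pH 8.0, 2mM CaCl2, 2mM beta-mercaptoethanol, 0.05% CHAPS; 25nM Ub-CHOP2 plus 25nM reporter substrate added, fluorescence (Ex485/Em531) read after 60min.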
Giardia kill – Small Molecules that selectively kill Giardia lamblia: qHTS | activity change, % at 7.66 µM, hits read low | AID 540267, 2011 | 340,000 tested, 0.15% active | Giardia lamblia trophozoite viability; in the data active = activity change below about -80%; inconclusive = between about -30% and that limit;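 note: parasites exposed to compound for two days anaerobically before the ATP read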
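Each well holds 100 Giardia trophozoites and compound. After two days (48 hrs) at 37 deg C in anaerobic conditions, ATP is quantified by luminescence.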
B2AR arrestin – qHTS assay of beta-arrestin-biased ligands of beta2-adrenergic receptor | Beta-2 adrenergic receptor (Homo sapiens), P07550 | AID 492947, 2010 | Potency, µM (series often up to 46.1 µM), for the others: at the top dose activation, hits mostly activators | 330,000 tested, 0.02% active | beta-arrestin recruitment to beta2AR, cell-based reporter;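 note: potency is the fitted concentration of half-maximal effect; 0% = DMSO controls and full agonism = EC100 isoproterenol or metaproterenol; nearly all actives have a fitted effect of over 65% in size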
Target sequence (P07550 whole entry, looked up): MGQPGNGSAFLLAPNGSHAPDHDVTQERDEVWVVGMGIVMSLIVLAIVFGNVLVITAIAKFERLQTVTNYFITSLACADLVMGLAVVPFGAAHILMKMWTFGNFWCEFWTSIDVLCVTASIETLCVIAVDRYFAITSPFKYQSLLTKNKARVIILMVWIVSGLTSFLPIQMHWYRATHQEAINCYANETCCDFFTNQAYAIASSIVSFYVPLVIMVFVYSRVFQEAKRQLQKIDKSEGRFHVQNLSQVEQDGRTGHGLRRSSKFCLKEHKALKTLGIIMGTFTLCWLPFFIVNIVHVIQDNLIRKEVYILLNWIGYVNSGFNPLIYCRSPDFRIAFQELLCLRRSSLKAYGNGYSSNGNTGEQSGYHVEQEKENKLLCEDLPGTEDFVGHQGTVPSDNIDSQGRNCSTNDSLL
GALK inh – qHTS Assay for Inhibitors of Human Galactokinase (GALK). P51570. Purified GALK, Kinase-Glo residual ATP luminescence. Potency, µM (doses to about 57.5 µM), for the others: top-dose activity change, negative = inhibition, usual class: inhibitors. 270,000 tested, 0.007% active; note: potency is the fitted concentration of half-maximal effect
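The enzyme phosphorylates galactose (100 uM) using ATP (35 uM); inhibition is detected as higher residual ATP, quantified by bioluminescence after 1 h reaction at room temperature, pH 8.0.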
hERG WT inh – qHTS for Inhibitors of KCHN2 3.1: Wildtype qHTS; Voltage-gated inwardly rectifying potassium channel KCNH2 (Homo sapiens), Q12809; activity change, % at 1.84 µM; 340,000 tested, 0.37% active; AID 720551, 2013; U2OS, BacMam KCNH2, thallium flux FluxOr; stronger effect = lower value;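 active = maximum activity change below -70%; inconclusive = maximum activity change between -70% and -50%; inactive = maximum activity change above -50%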
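U2OS cells transduced with wild-type KCNH2 virus are loaded with FluxOr dye for 45 min, and thallium flux is measured in kinetic reads before and after stimulation buffer. Rate constants are normalized to DMSO controls.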
Eya2 inh – qHTS Assay for Inhibitors of the Phosphatase Activity of Eya2 | recombinant Eya2, OMFP fluorescence dephosphorylation (OMFP is methylfluorescein phosphate) | Protein phosphatase EYA2 (Homo sapiens), O00167 | 330,000 tested, 0.006% active | Potency, µM (highest dose often 76.9 µM), inactives show at the top dose activity, negative = inhibition, most hits filed as inhibitors; note: potency is the fitted concentration of half-maximal effect
Target sequence (O00167 whole entry, looked up): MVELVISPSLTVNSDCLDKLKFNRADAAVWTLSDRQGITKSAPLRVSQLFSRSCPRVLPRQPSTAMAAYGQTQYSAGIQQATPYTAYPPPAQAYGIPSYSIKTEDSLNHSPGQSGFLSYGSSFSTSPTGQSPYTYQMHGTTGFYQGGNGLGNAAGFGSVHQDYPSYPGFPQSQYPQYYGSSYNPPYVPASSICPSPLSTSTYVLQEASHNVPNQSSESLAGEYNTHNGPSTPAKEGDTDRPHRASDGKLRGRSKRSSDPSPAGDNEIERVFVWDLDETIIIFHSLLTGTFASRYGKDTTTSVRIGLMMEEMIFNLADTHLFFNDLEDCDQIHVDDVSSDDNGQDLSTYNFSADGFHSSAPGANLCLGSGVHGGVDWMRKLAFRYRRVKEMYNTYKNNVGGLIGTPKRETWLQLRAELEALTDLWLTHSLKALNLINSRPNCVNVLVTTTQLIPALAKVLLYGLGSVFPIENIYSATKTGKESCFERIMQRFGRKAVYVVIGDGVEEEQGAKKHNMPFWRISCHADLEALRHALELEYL
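Eya2 protein (added as 0.2 uM solution) was preincubated with compound for 10 min at ambient temperature in 50 mM HEPES pH 7.5, 50 mM NaCl, 5 uM MgCl2, 0.05% BSA, 1 mM DTT. OMFP (added at 50 uM) then reacted 10 min; fluorescence read at 485/525 nm.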
* = called active by the depositor; ? = inconclusive; . = no result given; [ ] = dose if it differs, or a comment. Unless noted, calls come from the whole dose curve; as a rule, active = well fitted curve in the direction sought with a large enough effect; inconclusive = small, poorly fitted or top-dose-only effect, or another doubt; inactive = no such curve, though single readings can be large; an effect the other way counts as inactive or inconclusive. Unless noted, % is set by controls: 0 for no effect and ±100 for the full control effect.

Start of the listing, in advance (7 entries):
Structure	PKM2 act	Chronic BCR inh	uPA generation	Coupling enz	KCNH2 3.1 inh	USP2a block	Giardia kill	B2AR arrestin	GALK inh	hERG WT inh	Eya2 inh
Cc1ccc(C)c(-n2c(=O)c(C#N)cc3c(=O)n4ccccc4nc32)c1	-2%	8%	-3%	1	1	0%	1	0.2%	0%	8	0%
CNC(=O)c1ccccc1Sc1ccccc1CO	3%	4%	-2%	-1	1	4%	-12	-0.6%	.	-6	-3%
O=C(NC1CCCC1)C(c1ccccn1)N(C(=O)c1csnn1)C1CC1 (stereo not given)	4%	-3%	-2%	6	-13	-1%	19	-0.2%	0%	3	-10%
Cc1ccc(S(=O)(=O)N2CCCC2C(=O)NCc2ccccc2Cl)cc1 (stereo not given)	-2%[11.5 µM]	?	15%	-3	4	2%	5	0.5%	7%	-1	4%
O=C(/C=C/c1cccs1)NNC(=O)c1cccc([N+](=O)[O-])c1	.	-17%	0%	.	4	2%	8	0.1%	.	0	2%
CNC(=O)c1cc2cc(Br)ccc2s1	0%	-1%	-1%	-1	-20	3%	-5	0.4%	1%	3	1%
CC/C(=N\NC(=O)CNC(=O)/C=C/c1ccc(OC)cc1)c1ccccc1	-2%	2%	6%	1	25	-1%	?	-0.2%	-5%	-136*	0%

The list itself, repeating the preview:
Structure	PKM2 act	Chronic BCR inh	uPA generation	Coupling enz	KCNH2 3.1 inh	USP2a block	Giardia kill	B2AR arrestin	GALK inh	hERG WT inh	Eya2 inh
Cc1ccc(C)c(-n2c(=O)c(C#N)cc3c(=O)n4ccccc4nc32)c1	-2%	8%	-3%	1	1	0%	1	0.2%	0%	8	0%
CNC(=O)c1ccccc1Sc1ccccc1CO	3%	4%	-2%	-1	1	4%	-12	-0.6%	.	-6	-3%
O=C(NC1CCCC1)C(c1ccccn1)N(C(=O)c1csnn1)C1CC1 (stereo not given)	4%	-3%	-2%	6	-13	-1%	19	-0.2%	0%	3	-10%
Cc1ccc(S(=O)(=O)N2CCCC2C(=O)NCc2ccccc2Cl)cc1 (stereo not given)	-2%[11.5 µM]	?	15%	-3	4	2%	5	0.5%	7%	-1	4%
O=C(/C=C/c1cccs1)NNC(=O)c1cccc([N+](=O)[O-])c1	.	-17%	0%	.	4	2%	8	0.1%	.	0	2%
CNC(=O)c1cc2cc(Br)ccc2s1	0%	-1%	-1%	-1	-20	3%	-5	0.4%	1%	3	1%
CC/C(=N\NC(=O)CNC(=O)/C=C/c1ccc(OC)cc1)c1ccccc1	-2%	2%	6%	1	25	-1%	?	-0.2%	-5%	-136*	0%
NC(=O)C[C@H]1NC(=O)[C@H](CCC(=O)O)NC(=O)c2cc([N+](=O)[O-])cc(I)c2NCCC[C@@H](C(N)=O)NC1=O	0%	-3%	7%	0	-7	1%	-3	-0.3%	.	0	5%
COc1ccc(NC(=O)COC(=O)COc2cccc(Br)c2)cc1OC	.	-2%	-2%	1	-1	2%	-6	-0.4%	1%	8	8%
O=C(CSc1ncc(C(F)(F)F)cc1Cl)NCC1CCCO1 (stereo not given)	0%	?	-13%	2	0	0%	-1	-0.1%	-1%	4	1%
Cc1cc(-c2nnc(SCC(=O)c3ccc(F)cc3)o2)no1	5%	1%	1%	6	15	3%	14	-1.3%	0%	-5	4%
O=C(Nn1cnnc1)c1ccccc1-c1ccccc1	-2%	4%	0%	2	5	-2%	17	0.5%	2%	2	6%
COC(=O)C12CCC3(SCCS3)C(C(=O)OC)(CCC13SCCS3)C2	2%	-4%	3%	4	-6	3%	-22	-1.1%	2%	1	1%
CCCCOC(=O)Nc1ccc(S(=O)(=O)Nc2nc(C)cc(C)n2)cc1	-2%	?	1%	-3	7	1%	4	-0.4%	-1%	-5	-29%
O=C(O)C1Nc2c(C(F)(F)F)ccc(Cl)c2C2C=CCC12 (stereo not given)	.	?	5%	2	13	4%	1	0.1%	0%	-5	10%
O=C(COC(=O)Cc1ccc(Cl)cc1)Nc1ccccc1F	9%	?	-2%	-6	-13	1%	-21	0.0%	1%	0	-4%
O=c1ccc(=O)n(-c2ccccc2)[nH]1	2%	6%	-6%	2	2	0%	-5	-0.2%	-1%	0	1%
COc1ccc(NC(=O)Cc2ccc(C)c(C)c2)cc1S(=O)(=O)N1CCCCC1	.	-10%	1%	.	.	-7%	3	0.0%	.	-2	-9%
CC(=O)Nc1cccc(Oc2nc(C)cc(C)c2C#N)c1	4%	?	14%	3	0	3%	20	-0.2%	0%	-2	-29%
O=C(CCn1cccc1)NCCc1ccc(Cl)cc1	-6%	3%	1%	3	3	0%	4	-0.1%	0%	12	8%
O=C(O)c1ccc(N2CCCCC2)cc1O	0%	-1%	-12%	1	-4	0%	-11	0.0%	-2%	-19	7%
CCOC(=O)/C=c1\s/c(=C\c2c(OC)ccc3ccccc23)c(=O)n1CC(=O)NCC1CCCO1 (stereo not given)	0%	?	.	0	4	19%	-3	-0.1%	0%	1	-38%
CCOC(=O)c1[nH]c(C)c(C(=O)N(C)Cc2ccccc2)c1C	9%	-2%	.	6	-6	0%	-17	-2.0%	-1%	2	2%
CC(OC(=O)C1=COCCO1)C(=O)Nc1ccc(Oc2ccccc2)cc1 (stereo not given)	-8%	10%	4%	-4	3	2%	-12	-0.6%	1%	-2	0%
Cc1ccc(-c2ccnc(-c3ccc(O)cc3)n2)cc1	-3%	12%	2%	1	-7	0%	0	-0.3%	4%	-4	-6%
Cn1c(=O)[nH]c(=O)c2c1nc(N1CCCCC1)n2C/C=N/NC(=O)c1cc(Br)ccc1O	-2%	?	-3%	6	4	2%	-11	-0.1%	4%	-1	-5%
O=C(CCc1nc2ccccc2c(=O)[nH]1)NCc1ccco1	-2%	1%	.	1	13	0%	13	-0.1%	8%	-7	7%
CCCN1CCC(=O)N([C@H](CSc2ccc(Br)cc2)Cc2ccccc2)CC1	0%	0%	1%	0	-101*	23%	18	-0.8%	-2%	-89*	-9%
COc1ccc(NC(=O)CCC(=O)c2cccs2)cc1S(=O)(=O)Nc1ccc(Cl)cc1	7%	-4%	-21%	2	3	3%	1	-0.8%	0%	-4	-14%
COc1ccc(N2CCN(C(=O)Cc3nn(C)c(=O)c4ccccc34)CC2)cc1	-8%	?	-3%	-1	12	1%	-26	0.0%	6%	-2	1%
COc1ccc(CCNC(=O)COC(=O)/C=C/c2cccc(F)c2)cc1	.	1%	2%	.	-20	8%	-5	-0.2%	.	-10	6%
Cc1cc(C)cc(NC(=O)C2CCN(C(=O)[C@@H]3Cc4ccccc4CN3)CC2)c1	-1%[0.46 µM]	?	4%	2	?	2%	-1	0.0%	6%	4	2%
O=C(Nc1ccccc1C(=O)Nc1ccccn1)c1ccccc1F	-7%	?	-10%	-2	5	1%	30[activator]	-1.2%	2%	-14	4%
O=C(Nc1nnc(COc2ccccc2)s1)c1ccco1	1%	11%	-3%	3	4	2%	11	0.0%	0%	1	-2%
CN(CC(=O)Nc1ccc(Cl)cc1)CC(=O)Nc1cccc2ccccc12	.	?	-19%	.	-15	-2%	1	-0.3%	.	17	-11%
Cc1cc(C)n(-c2ccc(C(=O)OCn3nnc4ccccc4c3=O)cc2)n1	5%	-1%	2%	2	15	-1%	3	-0.3%	-1%	4	3%
CC(NC(=O)C1CCN(S(=O)(=O)c2ccc(Br)s2)CC1)c1ccccc1 (stereo not given)	11%	?	7%	6	6	0%	-1	-0.1%	0%	-4	-25%
CN1CCN(C(=O)CSc2nc3ccc(NC(=O)c4ccccc4F)cc3s2)CC1	-1%	1%	?	2	-1	4%	-1	-0.1%	5%	-7	-21%
